Compound activity (PubChem)
rTrxR1 inhibitor – qHTS Assay for Inhibitors of Mammalian Selenoprotein Thioredoxin Reductase 1 (TrxR1): qHTS. recombinant rTrxR1, NADPH fluorescence consumption, selenite substrate. 390,000 compounds, 1% hits. Potency, µM (highest dose often 114 µM), for inactives: top-dose activity change, negative = inhibition, actives largely listed as inhibitors. Thioredoxin reductase 1, cytoplasmic (Rattus norvegicus), O89049; further: on the % scale 0 is the no-effect control and ±100 the full control effect; nearly all actives have a fitted effect of over 65% in size
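Rat TrxR1 (90 nM in the dispensed reagent) was pre-reduced with 400 uM NADPH for 5 min at room temperature, then incubated with compound for 15 min. After 400 uM selenite was added, NADPH fluorescence (Ex 340/Em 450 nm) was followed for 8 min.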
ERG-DNA inh – qHTS for Small Molecule Inhibitors of the ERG Ets/DNA interaction | Transcriptional regulator ERG (Homo sapiens), P11308 | fluorescence polarization, His-ERG Ets domain / labelled DNA | Potency, µM (titrated, usually from 76.9 µM), for inactives: at the top dose FP activity, negative = inhibition, usual class: inhibitors | 370,000 compounds, 0.028% hits | AID 624246, 2012; active means well fitted inhibition curve with a large enough effect in the polarisation, with a control signal flat; inconclusive means small, poorly fitted or top-dose-only effect, or effect the other way, or a change in a side signal; inactive means no such curve, though single readings can be large or run the other way; the % refers to the polarisation;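 further: polarization taken with two DNA probes labelled with fluorescein and Texas red; % of control where 0% means no effect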
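His-tagged ERG Ets domain (1 uM in the protein solution; 300mM KCl, 50mM Tris-HCl, 1mM EDTA, 1mM DTT, pH 7.5) received compound, then a probe mix of 5 nM fluorescein-DNA and 100nM Texas-615-DNA. Fluorescence polarization was read for both dyes.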
Pin1 inh – qHTS Assay to Find Inhibitors of Pin1 | Peptidyl-prolyl cis-trans isomerase NIMA-interacting 1 (Homo sapiens), Q13526 | 390,000 compounds, 0.009% hits | Potency, µM (titrated, usually from 115 µM), for the others: at the highest dose activity, negative = inhibition, usual class: inhibitors | AID 504891, 2011 | Pin1 FP peptide displacement, HiFluor488, 10 min; active means well fitted inhibition curve with a large enough effect in the polarisation, with a control signal flat, not every such curve was filed as active; inconclusive means small, poorly fitted or top-dose-only effect, or effect the other way, or a change in a side signal; inactive means no such curve, though single readings can be large or run the other way; the % refers to the polarisation; further: on the % scale 0 is the no-effect control and ±100 the full control effect
Target sequence (Q13526 whole entry, looked up): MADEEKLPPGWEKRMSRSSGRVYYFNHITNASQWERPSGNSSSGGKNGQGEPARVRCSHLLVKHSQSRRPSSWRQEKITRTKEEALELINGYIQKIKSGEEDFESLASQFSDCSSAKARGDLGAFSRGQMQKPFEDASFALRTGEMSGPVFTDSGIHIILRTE
Tb PGK inh – qHTS Assay to Find Inhibitors of Phosphoglycerate Kinase; 380,000 compounds, 0.043% hits; Phosphoglycerate kinase, glycosomal (Trypanosoma brucei brucei), P07378; PGK/GAPDH coupled, Kinase-Glo luminescence, 60 min; Potency, µM (series often up to 57.5 µM), inactives show at the highest dose activity change, negative = inhibition, actives largely listed as inhibitors; further: on the % scale 0 is the no-effect control and ±100 the full control effect; nearly all actives have a fitted effect of over 60% in size
Target sequence (P07378 whole entry, looked up): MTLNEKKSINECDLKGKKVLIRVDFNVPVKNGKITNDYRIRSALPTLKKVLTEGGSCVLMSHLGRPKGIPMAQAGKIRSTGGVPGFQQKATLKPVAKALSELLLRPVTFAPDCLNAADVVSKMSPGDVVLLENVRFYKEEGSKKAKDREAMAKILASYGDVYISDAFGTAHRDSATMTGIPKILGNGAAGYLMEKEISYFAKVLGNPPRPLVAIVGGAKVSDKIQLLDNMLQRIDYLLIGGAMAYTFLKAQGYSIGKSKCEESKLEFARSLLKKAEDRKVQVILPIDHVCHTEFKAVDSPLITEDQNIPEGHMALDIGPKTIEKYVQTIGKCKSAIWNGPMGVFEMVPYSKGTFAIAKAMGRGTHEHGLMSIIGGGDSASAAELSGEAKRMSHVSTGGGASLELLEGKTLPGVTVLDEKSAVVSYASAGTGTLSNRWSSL
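Luminescent ATP detection (Kinase-Glo Plus) follows a 60-minute room-temperature incubation, with wells lacking PGK as controls. Buffer: 100 mM TEA (pH 7.6), 5 mM MgCl2, 0.01% Tween-20. Coupling enzyme GAPDH (100 nM final) supplies unstable 1,3-BPG in-well.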
GLS inh – qHTS for Inhibitors of Glutaminase (GLS); Glutaminase kidney isoform, mitochondrial (Homo sapiens), O94925; GLS enzymatic activity, qHTS titration; Potency, µM (titrated, usually from 45.5 µM), for inactives: at the highest dose activity change, negative = inhibition, hits mostly inhibitors; 410,000 compounds, 0.21% hits; AID 624170, 2012; further: on the % scale 0 is the no-effect control and ±100 the full control effect
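hKGA in 45 mM KH2PO4 pH 8.2, 0.02% Tween-20 with pin-transferred compounds; 1 mM L-glutamine (stock) plus glutamate oxidase/HRP/Amplex Red coupling added. Fluorescence read initially and after 30 min at RT.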
HP1b binding inh – HTS for Inhibitors of HP1-beta Chromodomain Interactions with Methylated Histone Tails | Chromobox protein homolog 1 (Homo sapiens), P83916 | AlphaScreen HP1-beta / biotin-H3K9me3 peptide binding | Potency, µM (highest dose often 114 µM), for the others: top-dose activity change, negative = inhibition, actives largely listed as inhibitors | 390,000 compounds, 0.56% hits | AID 540317, 2011; further: nearly all actives have a fitted effect of over 70% in size; inactives centre near 23
Target sequence (P83916 whole entry, looked up): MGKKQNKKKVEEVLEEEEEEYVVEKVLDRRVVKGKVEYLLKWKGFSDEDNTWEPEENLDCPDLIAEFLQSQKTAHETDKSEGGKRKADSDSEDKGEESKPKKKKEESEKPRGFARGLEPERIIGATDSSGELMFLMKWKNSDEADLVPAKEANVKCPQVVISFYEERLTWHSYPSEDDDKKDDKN
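HP1-beta protein (50 nM final) preincubated 30 min at room temperature with biotinylated H3(1-18)K9me3 peptide (50 nM) in PBS pH 7.4, 0.01% Tween-20, then compound added for 30 min. AlphaScreen streptavidin donor/nickel chelate acceptor beads (10 ug/mL final), 30 min dark, luminescence read.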
12-LOX inh – Primary qHTS assay for inhibitors of human arachidonate 12S-lipoxygenase (ALOX12): Round 2. purified 12hLO, xylenol orange hydroperoxide absorbance. Potency, µM (top dose mostly 108 µM), for inactives: at the top dose activity change, negative = inhibition, hits mostly inhibitors. 580,000 compounds, 1.1% hits; further: on the % scale 0 is the no-effect control and ±100 the full control effect
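Purified human 12hLO (150 nM final) in 25 mM Hepes, 0.01% Triton X-100, pH 7.0 was preincubated 15 min at room temperature with compound. Then 40 uM arachidonic acid was added, 30 min. Hydroperoxide was read by Fe-XO absorbance ratio 573/405 nm.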
RGS4 inhibitor – Inhibitors of Regulator of G Protein Signaling (RGS) 4: qHTS. Regulator of G-protein signaling 4 (Homo sapiens), P49798. Transcreener GDP fluorescence polarization, RGS4-accelerated GTP hydrolysis. Potency, µM (doses to about 114 µM), for inactives: top-dose activity change, negative = inhibition, most hits filed as inhibitors. 390,000 compounds, 0.039% hits. AID 504845, 2011; further: on the % scale 0 is the no-effect control and ±100 the full control effect; nearly all actives have a fitted effect of over 75% in size; some results filed as inactive show a strong effect at the top dose
Target sequence (P49798 whole entry, looked up): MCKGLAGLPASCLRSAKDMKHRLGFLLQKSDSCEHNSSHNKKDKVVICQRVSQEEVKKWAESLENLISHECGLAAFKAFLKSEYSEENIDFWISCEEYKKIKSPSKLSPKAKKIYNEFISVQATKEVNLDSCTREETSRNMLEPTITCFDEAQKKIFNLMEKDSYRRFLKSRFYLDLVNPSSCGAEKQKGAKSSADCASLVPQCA
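MLSMR compounds (23 nl, pin-transferred) preincubated 10 min at room temperature with a 500nM (2x) first reagent, then RGS4 at 900nM (2x) plus Transcreener GDP mix added; fluorescence polarization (620/688 nm) read before and after 90 min at 30 °C.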
JMJD2A Tudor inh – qHTS Assay for Inhibitors of JMJD2A-Tudor Domain; Lysine-specific demethylase 4A (Homo sapiens), O75164; AlphaScreen JMJD2A-Tudor / H3K4me3 peptide binding; Potency, µM (titrated, usually from 114 µM), for inactives: at the highest dose activity change, negative = inhibition, hits mostly inhibitors; 390,000 compounds, 4.4% hits; further: on the % scale 0 is the no-effect control and ±100 the full control effect; nearly all actives have a fitted effect of over 50% in size
Numbers without * were called inactive; [ ] = another dose, or the depositor's remark. Unless noted, the call rests on the fitted dose curve; in most records, active means well fitted curve in the direction sought with a large enough effect; inconclusive means small, poorly fitted or top-dose-only effect, or another doubt; inactive means no such curve, though single readings can be large; an effect the other way counts as inactive or inconclusive. Potency means the concentration at half of the fitted maximal effect. Not all compounds are listed; count on the stated rates, not on these rows.

Sample of the layout (2 entries):
Screening CCN(CC(=O)Nc1cc(Cl)ccc1C)C(=O)CCc1nc2ccccc2c(=O)[nH]1 returned rTrxR1 inhibitor 1%, ERG-DNA inh 7%, Pin1 inh 5%, Tb PGK inh 6%, GLS inh -6%, HP1b binding inh 32%, 12-LOX inh 9%, RGS4 inhibitor 35% and JMJD2A Tudor inh -6%.
O=C(Cn1ccc2ccccc2c1=O)NCCC(=O)Nc1cccc(Cl)c1 was read as rTrxR1 inhibitor 21%[57.1 µM], ERG-DNA inh 12%, Pin1 inh 0%, Tb PGK inh -6%, GLS inh -2%, HP1b binding inh 4%, RGS4 inhibitor -49% and JMJD2A Tudor inh -23%.

The list itself, from the first entry:
Screening CCN(CC(=O)Nc1cc(Cl)ccc1C)C(=O)CCc1nc2ccccc2c(=O)[nH]1 returned rTrxR1 inhibitor 1%, ERG-DNA inh 7%, Pin1 inh 5%, Tb PGK inh 6%, GLS inh -6%, HP1b binding inh 32%, 12-LOX inh 9%, RGS4 inhibitor 35% and JMJD2A Tudor inh -6%.
O=C(Cn1ccc2ccccc2c1=O)NCCC(=O)Nc1cccc(Cl)c1 was read as rTrxR1 inhibitor 21%[57.1 µM], ERG-DNA inh 12%, Pin1 inh 0%, Tb PGK inh -6%, GLS inh -2%, HP1b binding inh 4%, RGS4 inhibitor -49% and JMJD2A Tudor inh -23%.
Screening Cc1c(C(=O)O)sc(S(=O)(=O)N2CCN(C(=O)CC(C)c3ccccc3)CC2)c1C(=O)O (stereo not given) returned rTrxR1 inhibitor -12%, ERG-DNA inh 30%[activator], Pin1 inh -11%, Tb PGK inh -12%, GLS inh 3%, HP1b binding inh 40%[activator], 12-LOX inh inconclusive, RGS4 inhibitor -40% and JMJD2A Tudor inh -22%.
Cc1ccc(CN2C(=O)CN(C3CCC(C)CC3)C(=O)C2c2ccc(F)cc2)cc1 (stereo not given) was read as rTrxR1 inhibitor 4%[57.1 µM], ERG-DNA inh 2%, Pin1 inh 1%, Tb PGK inh 1%, GLS inh 5%, HP1b binding inh 27%, 12-LOX inh -23%, RGS4 inhibitor 24% and JMJD2A Tudor inh -14%.
For CC(C)(C)c1ccc(O)c(O)c1 the results were rTrxR1 inhibitor 22µM*, ERG-DNA inh -11%, Pin1 inh -9%, Tb PGK inh -8%, GLS inh inconclusive, HP1b binding inh inconclusive, 12-LOX inh 35µM*, RGS4 inhibitor -3% and JMJD2A Tudor inh 13µM*.
`Cn1c(=O)c2c(nc(-n3ccnc3)n2Cc2ccc([N+](=O)[O-])cc2)n(C)c1=O` gave rTrxR1 inhibitor 43%, ERG-DNA inh -8%, Pin1 inh -1%, Tb PGK inh -3%, GLS inh 6%, HP1b binding inh 18%, 12-LOX inh 159%[activator], RGS4 inhibitor inconclusive and JMJD2A Tudor inh -9%.
COc1ccc(-c2noc(CSc3ccc(C)cc3)n2)cc1 was read as rTrxR1 inhibitor -2%, ERG-DNA inh 1%, Pin1 inh 8%, Tb PGK inh -2%, GLS inh -5%, HP1b binding inh 368%[activator], 12-LOX inh -5%, RGS4 inhibitor -23% and JMJD2A Tudor inh 345%[activator].
Screening NC(=O)CCS(=O)(=O)CCN1CCCCC1 returned rTrxR1 inhibitor 15%, ERG-DNA inh 0%, Pin1 inh -1%, Tb PGK inh 3%, GLS inh 7%, HP1b binding inh 14%, 12-LOX inh 0%, RGS4 inhibitor 10% and JMJD2A Tudor inh -7%.
CCCOc1ccc(-c2c(C(=O)N/N=C/c3ccsc3)nnn2-c2nonc2N)cc1 was read as rTrxR1 inhibitor 18%, ERG-DNA inh 7%, Pin1 inh -7%, Tb PGK inh -6%, GLS inh 2%, HP1b binding inh 37%, 12-LOX inh 22%, RGS4 inhibitor 12% and JMJD2A Tudor inh 7%.
CCCCNC(=S)NNC(=O)c1csc2c1CCC(C)C2 (stereo not given) was read as rTrxR1 inhibitor 14%, ERG-DNA inh 0%, Pin1 inh 4%, Tb PGK inh 0%, GLS inh -1%, HP1b binding inh 22%, 12-LOX inh -20%, RGS4 inhibitor -24% and JMJD2A Tudor inh -2%.
For O=C(O)C1CCCN1S(=O)(=O)c1ccc2ccccc2c1 (stereo not given) the results were rTrxR1 inhibitor -11%, ERG-DNA inh -6%, Pin1 inh -16%, Tb PGK inh -4%, GLS inh 4%, HP1b binding inh 27%, 12-LOX inh 0%, RGS4 inhibitor 30%[56.9 µM] and JMJD2A Tudor inh -11%[57.1 µM].
`CN(Cc1ccccc1)C(=O)c1cccc(NC(=O)Cc2ccc(NC(=O)C3CCCN(C(=O)C4CC4)C3)cc2)c1` (stereo not given) gave rTrxR1 inhibitor 1%, ERG-DNA inh -2%, Pin1 inh 1%, Tb PGK inh -1%, GLS inh 2%, HP1b binding inh 38%, 12-LOX inh 19%, RGS4 inhibitor 1% and JMJD2A Tudor inh -14%.
For Cc1ccc2nc(Cl)c3cc(C(=O)NC4CCC(C)CC4)sc3c2c1 (stereo not given) the results were rTrxR1 inhibitor 31%, ERG-DNA inh 1%, Pin1 inh -4%, Tb PGK inh -1%, GLS inh -3%, HP1b binding inh 19%, 12-LOX inh 6%, RGS4 inhibitor 11% and JMJD2A Tudor inh -14%.
For CCOc1ccc(NC(=O)NCCN2CCN(c3cc(Cl)ccc3C)CC2)cc1 the results were rTrxR1 inhibitor -4%, ERG-DNA inh -15%, Pin1 inh -3%, Tb PGK inh -8%, GLS inh -1%, HP1b binding inh 19%, 12-LOX inh -28%, RGS4 inhibitor -14% and JMJD2A Tudor inh -13%.
`Cc1cccc(C)c1OCC(=O)Nc1ccc(S(=O)(=O)Nc2ccccn2)cc1` gave rTrxR1 inhibitor 15%, ERG-DNA inh -6%, Pin1 inh 5%, Tb PGK inh 0%, GLS inh 4%, HP1b binding inh 36%, 12-LOX inh -10%, RGS4 inhibitor -16% and JMJD2A Tudor inh -17%[57.1 µM].
Cc1ccc(F)c([C@H]2C3C=CCC(c4ccccc4)C3C(=O)N2Cc2ccccc2)c1 (stereo not given in full) was read as rTrxR1 inhibitor 1%, ERG-DNA inh -4%, Pin1 inh 7%, Tb PGK inh -7%, GLS inh 0%, HP1b binding inh 45%[activator], 12-LOX inh -14%, RGS4 inhibitor -7% and JMJD2A Tudor inh -12%.
Screening Cc1cccc(C)c1OCCN1C(=O)NC(C)(c2ccccc2)C1=O (stereo not given) returned rTrxR1 inhibitor -1%[57.1 µM], ERG-DNA inh 9%, Pin1 inh -2%, Tb PGK inh -2%, GLS inh -4%, HP1b binding inh 51%[activator], 12-LOX inh 0%, RGS4 inhibitor -17% and JMJD2A Tudor inh -10%.
For c1ccc(OCCOCCSc2ncccn2)cc1 the results were rTrxR1 inhibitor 1%, ERG-DNA inh -6%, Pin1 inh 1%, Tb PGK inh -9%, GLS inh 5%, HP1b binding inh 37%[activator], 12-LOX inh 349%[activator], RGS4 inhibitor -8% and JMJD2A Tudor inh -1%.
`Cc1cc(Nc2cc(C)on2)n2ncnc2n1` gave rTrxR1 inhibitor 7%[57.1 µM], ERG-DNA inh 1%, Pin1 inh -2%, Tb PGK inh 6%, GLS inh -2%, HP1b binding inh 43%[activator], 12-LOX inh 1.3µM*, RGS4 inhibitor 8% and JMJD2A Tudor inh -6%.
`O=c1c(F)cn(C2CCCO2)c(=O)n1Cc1ccccc1Cl` (stereo not given) gave rTrxR1 inhibitor 5%, ERG-DNA inh -11%, Pin1 inh -5%, Tb PGK inh 8%, GLS inh -1%, HP1b binding inh 23%, 12-LOX inh 12%, RGS4 inhibitor 32% and JMJD2A Tudor inh 0%.
For CSCCCN1CCC(n2nccc2NC(=O)CCCc2ccccc2)CC1 the results were rTrxR1 inhibitor 24%, ERG-DNA inh 10%, Pin1 inh -8%, Tb PGK inh -1%, GLS inh -14%, HP1b binding inh 7%, 12-LOX inh 14%, RGS4 inhibitor inconclusive and JMJD2A Tudor inh -8%.
`COc1ccc(NC(=O)Cn2c(=O)n(Cc3ccccc3Cl)c(=O)c3cc(OC)c(OC)cc32)cc1OC` gave rTrxR1 inhibitor -11%, ERG-DNA inh 3%, Pin1 inh 4%, Tb PGK inh -1%, GLS inh -3%, HP1b binding inh 11%, 12-LOX inh -11%, RGS4 inhibitor -13% and JMJD2A Tudor inh -14%.
